SKKanGAS inh – S. pyogenes SKKanGAS growth inhibitors in kanamycin, primary screen, streptokinase expression inhibitor project, SKKanGAS strain, BacTiter-Glo luminescence | 6 h | inhibition, % at 7.5 µM | 1.3% of 300,000 active | AID 1662, 2009;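 active = mean replicate score, as percent of positive control median, at least 50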;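 also: strain carries kanamycin resistance gene driven by streptokinase promoter and grows in 40 µg/ml kanamycin; loss of luminescence reflects streptokinase promoter inhibition or plain growth inhibition; 0% = median of DMSO wells and 100% = positive control at its reference dose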
RGS4 block – RGS4 inhibitors, primary screen, cell-based, HEK293 M3R inducible RGS4, calcium flux. Regulator of G-protein signaling 4 (Homo sapiens), P49798. Fluo-4 calcium flux; stronger effect = higher value; triggered by carbachol at its EC20. B-score at 10 µM. 0.45% of 310,000 active. AID 463165, 2010;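 active = B-score, a plate-corrected calcium signal, over three deviations above library mean, with baseline fluorescence within five deviations of library mean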;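 also: RGS4 expression induced by doxycycline in cells with stable M3 receptor; B-score is computed from the integrated fluorescence ratio over baseline after carbachol; higher B-score means a larger calcium signal and so more RGS4 inhibition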
Target sequence (P49798 whole entry, looked up): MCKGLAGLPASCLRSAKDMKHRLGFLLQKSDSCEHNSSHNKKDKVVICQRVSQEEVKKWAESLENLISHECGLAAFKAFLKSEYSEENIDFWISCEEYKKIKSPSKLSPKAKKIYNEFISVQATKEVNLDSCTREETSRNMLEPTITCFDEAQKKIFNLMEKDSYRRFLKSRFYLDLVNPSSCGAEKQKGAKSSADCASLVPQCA
KCNK3 block – human KCNK3 channel inhibitors, primary screen, CHO cells, FluxOR thallium flux, B-score. B-score at 10 µM. FluxOR fluorescence; stronger effect = lower value. Potassium channel subfamily K member 3 (Homo sapiens), O14649. 0.84% of 340,000 active;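 active = B-score under library mean minus 4 SD, starting fluorescence ratio at most library mean plus 5 SD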;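 also: more negative B-score means stronger inhibition of thallium flux through KCNK3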
Target sequence (O14649 whole entry, looked up): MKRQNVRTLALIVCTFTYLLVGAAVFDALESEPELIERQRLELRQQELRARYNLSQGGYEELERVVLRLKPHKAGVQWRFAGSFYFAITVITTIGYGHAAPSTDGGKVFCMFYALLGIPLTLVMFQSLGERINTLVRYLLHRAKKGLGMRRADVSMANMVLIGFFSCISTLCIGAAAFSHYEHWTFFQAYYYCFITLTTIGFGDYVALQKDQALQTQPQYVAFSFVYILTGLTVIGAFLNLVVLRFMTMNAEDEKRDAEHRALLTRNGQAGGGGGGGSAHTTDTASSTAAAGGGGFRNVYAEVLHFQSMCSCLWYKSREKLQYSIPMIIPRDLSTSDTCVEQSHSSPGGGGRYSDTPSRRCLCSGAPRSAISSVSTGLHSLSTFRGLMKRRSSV
RGS4 act – RGS4 potentiators or activators, primary screen, cell-based, HEK293 M3R inducible RGS4, calcium flux | 0.92% of 310,000 active | B-score at 10 µM | carbachol calcium flux Fluo4; stronger effect = lower value | AID 463111, 2010;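 active = B-score of the integrated calcium signal more than 4 SD below the library mean, with starting fluorescence not abnormally high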;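 also: negative B-score means reduced calcium response which marks RGS4 activation or potentiation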
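Detection: kinetic calcium fluorescence imaging with Fluo4-AM dye, 2 µM / Material: HEK293 cells with stable M3R and inducible RGS4 / Schedule: recording 10 s baseline at 1 Hz, 100 s post-agonist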
ANO1 block – TMEM16A chloride channel inhibitors, primary screen, cell-based, HTS; normalized B-score (activity score, 25-100; higher = stronger inhibition) at 10 µM; AID 588511, 2011; 1.2% of 310,000 active; HEK293 TMEM16A/YFP iodide influx fluorescence, ionomycin;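 active = ratio plate-corrected score three or more library SD toward inhibition, starting fluorescence score within five deviations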;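 also: score derived from kinetic fluorescence span divided by baseline fluorescence per well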
KCNQ1 pot – potentiators or activators of KCNQ1 channel, primary screen, cell-based, thallium flux, high-throughput; B-score at 10 µM; 0.35% of 310,000 active; Potassium voltage-gated channel subfamily KQT member 1 (Homo sapiens), P51787; CHO-K1 KCNQ1, thallium flux FluxOR fluorescence; stronger effect = higher value; AID 2648, 2010;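 active = fluorescence ratio B-score, a plate-corrected score, at least three library SD, with initial intensity B-score within 5 SD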
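Schedule – 37 °C overnight plating, 90-min dark dye load, 20-min compound pretreatment · System – stable KCNQ1 CHO-K1 line · Probe or stimulus – thallium- and potassium-containing depolarizing buffer · Measured by – kinetic FluxOR fluorescence, 10 s baseline plus 110 s post-stimulus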
KCNQ1 inh – inhibitors of human KCNQ1 channel, primary screen, cell-based, thallium flux, high-throughput; Potassium voltage-gated channel subfamily KQT member 1 (Homo sapiens), P51787; CHO-K1 KCNQ1, FluxOR thallium flux fluorescence; stronger effect = higher value; B-score at 10 µM; 1.3% of 310,000 active;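 active = compounds whose thallium flux B-score, printed positive for inhibition, exceeds three library SD while starting fluorescence stays within three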;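 also: channel opened by potassium depolarization with thallium stimulus after 20 min compound exposure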
KCNK9 inh – KCNK9 potassium channel inhibitors, primary screen, HEK293 cells, thallium flux | 1.2% of 310,000 active | Potassium channel subfamily K member 9 (Homo sapiens), Q9NPC2 | FluxOR thallium flux fluorescence; stronger effect = lower value | B-score at 10 µM;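 active = ratio B-score over 3 SD below the library mean, with starting fluorescence within 5 SD of its mean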;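 also: negative B-score means less thallium flux so channel inhibition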
TMEM16A act – TMEM16A chloride channel activators or potentiators, primary screen, cell-based, HTS; Anoctamin-1 (Mus musculus), Q8BHY3; HEK293 TMEM16A/YFP-H148Q/I152L, iodide quench fluorescence; stronger effect = lower value; B-score at 10 µM; 0.3% of 340,000 active;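 active = fluorescence-ratio B-score plate-corrected deviation score at least 3 library SD below zero, with starting fluorescence score within 5 deviations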;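 also: channel opened by trigger with iodide after compound preincubation; score built on the fluorescence ratio of max minus min over baseline; more negative score means more quench and so TMEM16A activation or potentiation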
HDAC3 inh – HDAC3 deacetylase inhibitors, primary screen, biochemical, fluorescence, cell-free homogeneous; 0.15% of 320,000 active; recombinant HDAC3, fluorogenic peptide/trypsin coupled; inhibition, % at 8.3 µM; AID 2718, 2010; Histone deacetylase 3 (Homo sapiens), O15379; in the data active = inhibition above about 26%, passing the limit was not always enough
Target sequence (O15379 whole entry, looked up): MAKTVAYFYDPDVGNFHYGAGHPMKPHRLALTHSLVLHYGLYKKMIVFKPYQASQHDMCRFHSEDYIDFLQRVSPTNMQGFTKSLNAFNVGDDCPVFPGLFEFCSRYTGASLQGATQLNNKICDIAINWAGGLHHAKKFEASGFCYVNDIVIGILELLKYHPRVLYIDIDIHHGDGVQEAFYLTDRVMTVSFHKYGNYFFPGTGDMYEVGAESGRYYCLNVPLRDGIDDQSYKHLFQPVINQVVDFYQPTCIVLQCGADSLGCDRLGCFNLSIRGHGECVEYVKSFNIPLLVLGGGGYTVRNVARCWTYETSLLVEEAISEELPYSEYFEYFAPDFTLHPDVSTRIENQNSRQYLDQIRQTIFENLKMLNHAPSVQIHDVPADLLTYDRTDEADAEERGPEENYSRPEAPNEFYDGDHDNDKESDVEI
hERG protect – hERG rescue from dofetilide block, primary screen, cell-based, CHO-hERG, FluxOR thallium flux, dofetilide IC70. 0.51% of 310,000 active. activation (rescue from dofetilide block), less the hit threshold, % at 10 µM. AID 1511, 2009. dofetilide IC70 present;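 active = activation above the mean of controls blocked by dofetilide plus 5 SD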;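 also: thallium influx through hERG after potassium depolarization seen as dye fluorescence rise; in these data hits start at about 4.7%; inactives centre near -7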
An asterisk follows results filed as active; i = inactive; . = not tested or not shown.

Molecule	SKKanGAS inh	RGS4 block	KCNK3 block	RGS4 act	ANO1 block	KCNQ1 pot	KCNQ1 inh	KCNK9 inh	TMEM16A act	HDAC3 inh	hERG protect
COc1ccc(CCNC(=O)CN2C(=O)NC(Cc3c[nH]c4ccccc34)C2=O)cc1 (stereo not drawn)	-1	i	i	i	i	i	i	i	i	-4	-2
CCc1nc(CNC(=O)C2CCC(=O)N(CCc3cccc(F)c3)C2)no1 (stereo not drawn)	-12	i	i	i	i	i	i	i	i	1	-3
Cc1ccc(C)c(OCCCCCn2ccnc2)c1	0	i	i	i	i	i	i	i	i	-7	1
Cc1cc(C)c(C(=O)N2CCCC(CNS(=O)(=O)c3cccs3)C2)o1 (stereo not drawn)	8	i	i	i	i	i	i	i	i	-13	-6
O=C(O)c1ccc(N=NN2CCCC2)cc1	0	i	i	i	i	i	i	i	i	-4	-4
CCOC(=O)C1CCCN(C(=O)c2ccc3nc(-c4ccc(OC)c(OC)c4)c(-c4ccc(OC)c(OC)c4)nc3c2)C1 (stereo not drawn)	3	i	i	i	i	i	i	i	i	-3	-17
CC(NC(=O)c1ccc(Cl)s1)C1CCCO1 (stereo not drawn)	1	i	i	i	i	i	i	i	i	4	-7
CC(C)OC(=O)CSc1nnc2c(n1)[nH]c1ccc(F)cc12	4	i	i	i	i	i	i	i	i	-2	-5
O=C(O)c1cc(N/N=C/c2ccc(N3CCOCC3)cc2)ccc1Cl	-19	i	i	i	i	i	i	i	i	4	-7
Cc1cc(=O)oc(C)c1C(=O)N1CCc2c([nH]c3ccccc23)C1C(C)C (stereo not drawn)	-3	i	i	i	i	i	i	i	i	-6	-9
O=C(N/N=C/c1ccccn1)c1ccc(NC(=O)c2ccccc2Cl)cc1	0	i	i	i	i	i	i	i	i	8	-11
O=C(Nc1sc2c(c1C(=O)O)CCCC2)c1ccc(F)cc1	10	i	i	i	i	i	i	i	i	-4	-2
CC(=O)Nc1ccc(C(=O)N/N=C/C2CC3C=CC2C3)cc1 (stereo not drawn)	11	i	i	i	i	i	i	i	i	7	-16
O=C1COc2ccc(C(=O)COC(=O)Cc3ccc(F)cc3)cc2N1	-5	i	i	i	i	i	i	i	i	3	-8
CCOc1ccc(N(C(C)C(=O)N/N=C(\C)c2cccc(NC(=O)c3ccccc3)c2)S(C)(=O)=O)cc1 (stereo not drawn)	14	i	i	i	i	i	i	i	i	2	-14
O=C(Cn1cc2c(n1)CCCC2)N1CCCC1	7	i	i	i	i	i	i	i	i	-3	-9
COCC(C)NC(=S)NCCc1ccc(Cl)cc1Cl (stereo not drawn)	-6	i	i	i	i	i	i	i	i	13	-5
Cc1ccc(OCC(=O)Nc2ccc3c(c2)OCO3)cc1C	0	i	i	i	i	i	i	i	i	0	-21
COc1ccc(C(C)C)cc1S(=O)(=O)Nc1ccccn1	2	i	i	i	i	i	i	i	i	3	-6
Cc1ccc(C)n1-c1cc(S(=O)(=O)N2CCOCC2)ccc1N1CCCC1	6	i	i	i	i	i	i	i	i	0	-6
CCOC(=O)NNC(=O)c1ccc(Cl)cc1	-3	i	i	i	i	i	i	i	i	-2	-8
Cc1c(C(=O)NCCN2CCCC(O)C2)oc2c(F)cccc12 (stereo not drawn)	1	i	i	i	i	i	i	i	i	.	-7
O=C(COC(=O)CNC(=O)c1ccccc1F)NCC(F)(F)F	2	i	i	i	i	i	i	i	i	-4	-3
CCN(CC)S(=O)(=O)c1ccc(NC(=O)c2ccc(CN3CCOCC3)cc2)cc1	-2	i	i	i	100*	i	i	i	i	1	-7
CCC1(CC)C(=O)Nc2ccccc21	2	i	i	i	i	i	i	i	i	0	-7
O=C(Nc1ncccn1)C1c2ccccc2Oc2ccccc21	0	i	i	i	i	i	i	i	i	-4	-5
CCN(CC(=O)Nc1ccc(OC)cc1)C(=O)CN1C(=O)NC(C)(c2ccc3ccccc3c2)C1=O (stereo not drawn)	0	i	i	i	i	i	i	i	i	4	-19
CCC(C)N1C(=O)N(c2cccc(Cl)c2)C(C)(O)CC1(C)C (stereo not drawn)	-5	i	i	i	i	i	i	i	i	1	-5
N#Cc1ccc(C(=O)Nc2cccc3ccccc23)c(F)c1	2	i	i	i	i	i	i	i	i	-2	-9
COCC(C)NC(=O)c1ccc2nc(-c3ccccc3)c(-c3ccccc3)nc2c1 (stereo not drawn)	-10	i	i	i	i	i	i	i	i	-3	-7
CCOC1(C)OCC(=O)[C@]2(CCC3C4CCC5=CC(=O)C=CC5(C)C4C(=O)CC32C)O1 (stereo partly drawn)	-1	i	i	i	i	i	i	i	i	-3	3
O=C(NC(NC(=O)c1c(F)cccc1F)c1ccc([N+](=O)[O-])cc1)c1c(F)cccc1F	8	i	i	i	i	i	i	i	i	1	-9
CC(C)Oc1ccc(/C=N/NC(=O)c2nnn(-c3nonc3N)c2CN(C)c2ccccc2)cc1	12	i	i	i	i	i	i	i	i	4	-11
CC1CCC2(CC1)NC(=O)N(CC(=O)NC1(C#N)CCCCC1)C2=O (stereo not drawn)	2	i	i	i	i	i	i	i	i	.	-16
CCN(C(=O)Cc1ccccc1OC)c1nnc(-c2ccncc2)s1	19	i	i	i	i	i	i	i	i	-4	-6
O=C(NCc1ccc(F)cc1)C1CCC(CNS(=O)(=O)c2cccs2)CC1 (stereo not drawn)	-6	i	i	i	i	i	i	i	i	-2	-9
Cc1cc(C)n(Cc2ccc(C(=O)NCCC3=CCCCC3)o2)n1	2	i	i	i	i	i	i	i	i	-1	-13
CCOC(=O)C1=C(C)N(C)C(=O)NC1c1cccc([N+](=O)[O-])c1 (stereo not drawn)	-1	i	i	i	i	i	i	i	i	5	-4
COc1ccccc1-c1nc(-c2ccc(Br)cc2)no1	-17	i	i	i	i	i	i	i	i	7	-8
COC(=O)c1cccnc1NC(=S)NNC(=O)c1ccncc1	9	i	i	i	i	i	i	i	i	6	-10
CCN(CCO)C(=O)c1ccc2nc(Cc3cccc(Cl)c3)oc2c1	1	i	i	i	i	i	i	i	i	2	3
CC(=O)N/N=C(\C)c1ccc2c(c1)OCCO2	0	i	i	i	i	i	i	i	i	-4	-8
S=C(Nc1ccccc1Cl)N(CCCN1CCOCC1)Cc1ccco1	-7	i	i	i	i	i	i	i	i	1	-1
O=C(NC(=S)N1CCCC1)c1ccc(Cl)cc1	2	i	i	i	i	i	i	i	i	-5	0
Cc1ccc(Nc2c(-c3ccco3)nc3ccccn23)cc1	6	i	i	i	i	i	i	i	i	-31	-8
Cc1cc(SCC(=O)Nc2cccc(S(=O)(=O)NC3=NCCCCC3)c2)nc2ccccc12	6	i	i	i	i	i	i	i	-5.4*	.	-13
CC(=O)N1CCc2c(sc(NC(=O)CCS(=O)(=O)c3ccc(C)cc3)c2C#N)C1	-2	i	i	i	i	i	i	i	i	1	-7
CCOC(=O)C1C(=O)CC(C)(O)C(C(=O)OCC)C1c1ccc(F)cc1 (stereo not drawn)	-8	i	i	i	i	i	i	i	i	4	4
Cc1ccc(Cl)cc1NC(=O)C1CCCN1S(=O)(=O)c1ccc(-c2ccc(=O)[nH]n2)s1 (stereo not drawn)	8	i	i	i	i	i	i	i	i	-3	-10
Cn1c(=O)c2c(nc(NCc3ccco3)n2C/C=C/c2ccccc2)n(C)c1=O	-2	i	i	i	i	i	i	i	i	-1	-8
CC(=O)NCC12CC3CC(C1)CC(C(=O)O)(C3)C2	-1	i	i	i	i	i	i	i	i	-8	-10
CCS(=O)c1ccccc1C(=O)OC(C)C(=O)Nc1ccc(S(=O)(=O)N2CCCC2)cc1 (stereo not drawn)	-7	i	i	i	i	i	i	i	i	1	-12
O=C(CSc1nc(O)cc(=O)[nH]1)N1CCOCC1	0	i	i	i	i	i	i	i	i	3	-2
O=C(Cn1ccc([N+](=O)[O-])n1)Nc1nccs1	1	i	i	i	i	i	i	i	i	10	-6
COc1ccc(CCNC(=S)N2CCC(C(N)=O)CC2)cc1	-2	i	i	i	i	i	i	i	i	-12	-2
Cn1c(CNC(=O)c2ccccc2F)nnc1SCC(=O)c1ccccc1	-2	i	i	i	i	i	i	i	i	3	-4

(further entries)
Molecule	SKKanGAS inh	RGS4 block	KCNK3 block	RGS4 act	ANO1 block	KCNQ1 pot	KCNQ1 inh	KCNK9 inh	TMEM16A act	HDAC3 inh	hERG protect
CSc1nnc([C@@H](NC(=O)OC(C)(C)C)C(C)C)o1	-6	i	i	i	i	i	i	i	i	1	-10
OCCN(CC#CCC(O)(c1ccccc1)C1CCCC1)CCO (stereo not drawn)	28	i	i	i	i	i	i	i	i	8	-7
CCOC(=O)N1CCN(C(=O)CN(c2ccc(OC)cc2)S(C)(=O)=O)CC1	4	i	i	i	i	i	i	i	i	-4	-6
O=C(CSc1nnc(-c2ccccc2)c(-c2ccccc2)n1)Nc1ccc(Br)cn1	19	i	i	i	i	i	i	i	i	1	-8
COc1c(Cl)cc(C(=O)O)cc1Cl	-1	i	i	i	i	i	i	i	i	2	-7
O=C(COc1ncnc2c(Cl)cc(Cl)cc12)NCCC1=CCCCC1	2	i	i	i	i	i	i	i	i	-1	-7
CCCc1nn(C)c(C(=O)Nc2cccc3ccccc23)c1Cl	25	i	i	i	i	i	i	i	i	9	-9
Cn1c(SCC(=O)Nc2nccs2)nnc1-c1ccc(S(=O)(=O)N2CCCC2)cc1	14	i	i	i	i	i	i	i	i	-2	-7

Screening results deposited in PubChem by several laboratories.
